TDP1 cell CPT – growth inhibition of DT40 Tdp1-/-;hTDP1 cells with camptothecin (screen for TDP1 inhibitors). chicken DT40 Tdp1-/-;hTDP1 cells + 20 nM CPT, ATP luminescence, 48 h. Potency, µM (doses to about 46.2 µM), for inactives: top-dose activity change, negative = growth inhibition, hits mostly inhibitors. 12% of 420,000 active; note: nearly all actives have a fitted effect of over 55% in size
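Cell growth measured by CellTiter-Glo luminescence after a minimum 48 h, 37 C compound exposure with 20 nM CPT in Tdp1-knockout DT40 cells stably expressing hTDP1, seeded 400/well; qHTS titration format.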
DT40 TDP1 no CPT – qHTS for Inhibitors of human tyrosyl-DNA phosphodiesterase 1 (TDP1): qHTS in cells in absence of CPT | 15% of 420,000 active | DT40 Tdp1-/- hTDP1 cells, no CPT, ATP luminescence, 48 h | Potency, µM (top dose mostly 46.2 µM), inactives show at the top dose activity change, negative = growth inhibition, hits mostly inhibitors; note: nearly all actives have a fitted effect of over 55% in size
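DT40 Tdp1-/-;hTDP1 cells, no CPT (DMSO vehicle only), 400 cells/well; compounds pin-transferred; ≥48 hr, 37 °C; CellTiter-Glo 30 min RT dark, luminescence read.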
TDP1 block – TDP1 (human) enzyme inhibition | 0.28% of 350,000 active | recombinant TDP1, AlphaScreen DNA substrate cleavage | AID 485290 | Potency, µM (series often up to 130 µM), without a hit: at the top dose activity change, negative = inhibition, actives largely listed as inhibitors; note: nearly all actives have a fitted effect of over 40% in size
Target sequence (Q9NUW8 whole entry, looked up): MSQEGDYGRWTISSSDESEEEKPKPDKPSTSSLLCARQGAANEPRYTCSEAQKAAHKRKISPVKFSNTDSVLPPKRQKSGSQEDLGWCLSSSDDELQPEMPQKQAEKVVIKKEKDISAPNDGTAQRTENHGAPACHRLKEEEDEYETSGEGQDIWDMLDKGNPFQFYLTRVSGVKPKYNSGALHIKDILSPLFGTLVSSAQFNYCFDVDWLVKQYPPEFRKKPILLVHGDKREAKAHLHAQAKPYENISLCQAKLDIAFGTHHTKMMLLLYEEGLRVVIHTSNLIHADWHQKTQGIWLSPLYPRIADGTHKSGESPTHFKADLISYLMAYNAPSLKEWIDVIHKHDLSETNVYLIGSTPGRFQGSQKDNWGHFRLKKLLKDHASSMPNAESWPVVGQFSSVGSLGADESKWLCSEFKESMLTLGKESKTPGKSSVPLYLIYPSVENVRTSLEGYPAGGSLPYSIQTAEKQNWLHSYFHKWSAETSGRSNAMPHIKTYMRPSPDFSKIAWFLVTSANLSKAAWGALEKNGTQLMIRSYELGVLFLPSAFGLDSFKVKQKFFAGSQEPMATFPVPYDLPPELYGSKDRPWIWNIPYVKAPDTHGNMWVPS
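E. coli-derived human Tdp1, 1 nM final. Cpd preinc 15 min RT; substrate 15 nM final, 5 min RT; AS bead mix 10 ug/ml final, 10 min RT. Signal loss = tyrosine-FITC cleavage. No-enzyme wells = max signal.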
Starred values were filed as active, the others as inactive; ? = inconclusive; · = not tested or not shown; & = joins results of further samples; [ ] = another dose, or the depositor's remark. Calls come from the whole dose curve; as a rule, active = well fitted curve in the direction sought with a large enough effect; inconclusive = small, poorly fitted or top-dose-only effect, or another doubt; inactive = no such curve, though single readings can be large; an effect the other way counts as inactive or inconclusive. % is set by controls: 0 for no effect and ±100 for the full control effect; potency is the fitted concentration of half-maximal effect.

molecule	TDP1 cell CPT	DT40 TDP1 no CPT	TDP1 block
COc1ccc(N(CC(=O)Nc2cc(C)cc(C)c2)S(=O)(=O)c2ccccc2[N+](=O)[O-])c(OC)c1	?	-24%	6%
Cc1cccc(N2CCN(S(=O)(=O)c3ccc4c(c3)n(C)c(=O)c(=O)n4C)CC2C)c1 (stereo not given)	-28%	5%	1%
COC(=O)c1sccc1N/N=C/c1ccc(OC)c(OC)c1OC	5%	?	5%
Cc1ccnc(SCC(=O)NC2CC2)n1	-8%	3%	1%
COc1ccccc1CCn1cnc(C)c1CC(C)C	12µM*	6.5µM*	·
O=C(NC(=S)Nc1ccccc1)c1cncc(C#Cc2ccccc2)c1	5%	-5%	-1%
Cn1cccc1C(=S)N1CCOCC1	-28%	0%	6%
COc1cccc(NS(=O)(=O)c2ccc3c(c2)CCCN3C(=O)C2CCC2)c1	23µM*	?	7%
Cc1[nH]c2ccc(Br)cc2c(=S)c1C/C=C/Cl	?	?	6%
O=S(=O)(C(=CNc1ccccc1)S(=O)(=O)c1ccccc1)c1ccccc1	-19%	-20%	2%

Some of the entries above in a different format.
Sequence of screens: TDP1 cell CPT, DT40 TDP1 no CPT, TDP1 block
Cn1cccc1C(=S)N1CCOCC1
 : -28%, 0%, 6%
Cc1[nH]c2ccc(Br)cc2c(=S)c1C/C=C/Cl
 : ?, ?, 6%

New compounds follow:
molecule	TDP1 cell CPT	DT40 TDP1 no CPT	TDP1 block
Cc1ccc(N2CCCn3c2cc(C)c(C#N)c3=O)cc1Cl	-25%	?	-5%
Cc1ccc2cc(C=C(C#N)C#N)c(N3CCCCC3)nc2c1	?	?	3%
COC(=O)[C@H](CCSC)NC(=O)Cn1cnc(C(=O)Nc2ccc(C)c(C)c2)n1	-23%	-26%	1%[56.1 µM]
Cc1nc2ccc(NC(=O)c3ccc(S(=O)(=O)N4CCOCC4)cc3)cc2s1	-3%	-21%	5%
COc1ccc(Cc2noc(=O)[nH]2)cc1	-7%	-23%	·
O=C(Nc1ccc(F)cc1)C(c1ccnc2ccccc12)N1CCN(C(=O)c2ccco2)CC1 (stereo not given)	9%	-10%	·
Cc1nnc(NS(=O)(=O)c2ccc(Br)cc2)s1	-24%	-6%	·
Cc1ccc(-c2nn(CC(=O)NCCN3CCOCC3)c(=O)c3ccccc23)cc1	-17%	8%	2%
O=C(N/N=C\c1ccc(Sc2ccccn2)o1)c1cccc(Br)c1	1%	-8%	6%
O=Cc1ccc(F)c([B-](F)(F)F)c1	5%	-8%	·

Part of the list above, limited to TDP1 block and TDP1 cell CPT:
compound | TDP1 block | TDP1 cell CPT
Cn1cccc1C(=S)N1CCOCC1 | 6% | -28%
COc1cccc(NS(=O)(=O)c2ccc3c(c2)CCCN3C(=O)C2CCC2)c1 | 7% | 23µM*
Cc1[nH]c2ccc(Br)cc2c(=S)c1C/C=C/Cl | 6% | ?
O=S(=O)(C(=CNc1ccccc1)S(=O)(=O)c1ccccc1)c1ccccc1 | 2% | -19%

Continuation:
molecule	TDP1 cell CPT	DT40 TDP1 no CPT	TDP1 block
COc1ccccc1CNC(=O)c1ccc2c(c1)N(Cc1cc(C)ccc1C)C(=O)c1ccccc1S2	9.2µM*	9.2µM*	10%
C#CCOCCOCCOCCNc1nc(N2CCN(C(=O)CCCCCCCCCCNC(=O)Cn3cc(CCCCCN)nn3)CC2)nc(N2CCN(C(=O)CCCCCCCCCCNC(=O)[C@H]([C@@H](C)CC)n3cc(CCCCCN)nn3)CC2)n1	23µM*	?	6%
CCOc1ncccc1C(=O)OCC(=O)Nc1cc(C(C)(C)C)ccc1OC	-18%	-20%	-2%
Cc1ccc(C)c(N2CCN(C(=O)CCc3nc(-c4ccc(Cl)cc4)no3)CC2)c1	8%	-4%	-3%[56.1 µM]
COc1ccc(NC(=O)CSc2nc3ccccc3c(=O)n2CCC(=O)NC2CCCCC2)c(OC)c1	-3%	-5%	2%
CCCNC(=O)C1CN(S(=O)(=O)c2ccc(C)cc2)c2ccccc2O1 (stereo not given)	?	?	7%
CC1CCCC(NC(=O)c2ccc3c(c2)NC(=O)CS3)C1C (stereo not given)	-21%	?	1%
COc1ccccc1-c1c(C#N)c(N)nc2c1CCC2	13%	-24%	6%
CCOCCOC(=O)C(C)Sc1n[nH]c(=O)[nH]c1=O (stereo not given)	-14%	-7%	0%
CCN1C(=O)C2(C(C(=O)c3ccc(C)o3)=C(O)C(=O)N2CCCN(C)C)c2ccccc21 (stereo not given)	-27%	-10%	·
O=C(NCC(c1ccco1)N1CCCC1)c1ccc(Cl)c(S(=O)(=O)N2CCc3ccccc32)c1 (stereo not given)	8.2µM*	7.3µM*	5%
CCn1c(CSc2nc3ccccc3s2)nnc1SCC(=O)c1ccc2c(c1)OCCO2	-16%	-10%	5%
Cc1nn(CC(=O)Nc2nnc(CC(=O)N3CCCC3)s2)c(=O)c2ccccc12	-12%	-1%	7%
CC(=O)Nc1ccccc1-c1nc2ccc(C(=O)N3CCN(c4cccc(C)c4)C(C)C3)cc2[nH]c1=O (stereo not given)	?	?	1%
CC(C)(C)c1ccc2c(c1)N(CC(=O)NCCCN1CCN(c3ccccc3F)CC1)C(=O)CO2	?	?	8%
O=C1c2nccnc2C(=O)N1c1ccc(F)cc1	-1%	-9%	0%
COc1ccc(CNC(=O)C2CC(c3ccc(C(F)(F)F)cc3)=NO2)cc1 (stereo not given)	?	12µM*	5%
CC12COC3(C(=O)Nc4nccs4)CC1CCC32C (stereo not given)	-29%	?	-2%
COC(=O)c1ccc(OC(=O)CCc2cc(OC)c(OC)c(OC)c2)cc1	-3%	7%	3%
CC(=O)Nc1ccc(Nc2c([N+](=O)[O-])c(=O)n(-c3ccccc3)c3ccccc23)cc1	1%	1%	1%
CCCCN(C)CCCNC(=O)C1(O)c2ccccc2NC(=O)N1c1ccc(Cl)cc1 (stereo not given)	-17%	-3%	·
Cc1ccccc1C(=O)N/N=C/c1ccc(OCC(=O)N2CCCCC2)cc1	-28%	?	3%
CCCC(=O)NC(=S)N1CCN(c2ccc([N+](=O)[O-])cc2)CC1	-15%	-22%	1%
Cc1ccc(-c2noc(CN(C)C(=O)Nc3ccc(F)cc3)n2)cc1	10%	-21%	0%
CCOC(=O)c1cnc2c(C)cc(C)cc2c1NCCCN1CCOCC1	?	?	·
COc1ccc(C(=O)NCc2nnc(SCC(=O)Nc3cc(OC)ccc3OC)o2)cc1	-1%	31%[activator]	6%
O=C1CN2NC(=S)N(c3ccc(Cl)cc3)C2=CN1c1ccc(Cl)cc1	8%	14%	-2%
COc1ccc(-c2nc3sc(CCNC(=O)c4ccc(C(C)(C)C)cc4)c(C)n3n2)cc1	?	8.2µM*	3%
Cn1c(SCC(=O)Nc2ccc3c(c2)CCC3)nnc1C1CC1	-4%	-12%	-1%
Cc1ccc(NC(=O)CN2CCC(NC(=O)c3cccc(F)c3)CC2)cc1C	0%	-31%	7%

For reference, two of the compounds above:
molecule	TDP1 cell CPT	DT40 TDP1 no CPT	TDP1 block
COc1ccc(-c2nc3sc(CCNC(=O)c4ccc(C(C)(C)C)cc4)c(C)n3n2)cc1	?	8.2µM*	3%
Cn1c(SCC(=O)Nc2ccc3c(c2)CCC3)nnc1C1CC1	-4%	-12%	-1%

The listing continues.
molecule	TDP1 cell CPT	DT40 TDP1 no CPT	TDP1 block
COCCN(C(=O)/C=C/c1ccccc1)c1c(N)n(Cc2ccccc2)c(=O)[nH]c1=O	-8%	22%	-10%
CC(C)NC(=O)NC(=O)COC(=O)Cc1c(F)cccc1Cl	-9%	-1%	1%
CCn1nc(C)c(Br)c1C(=O)Sc1ccccc1Cl	3.7µM*	4.6µM*	4%
CSC1CCCCC1(O)CSc1nc2c(cc1C#N)CCCC2 (stereo not given)	-24%	?	1%
C=CCn1c(NCc2cc(Cl)ccc2O)nc2ccccc21	?	?	·
O=C(NCc1ccc(Cl)cc1)NC1COc2ccccc2C1 (stereo not given)	-1%	-10%	-5%
O=C(Nc1ccc(-n2cnnn2)cc1)C1CCCCC1	-13%	0%	-1%
O=C1c2cccnc2C(=O)N1Cc1ccc(S(=O)(=O)N2CCN(c3ccccc3)CC2)cc1	-1%	20%	0%
CCOc1ccc(-c2noc(CCC(=O)NC3CCCCC3)n2)cc1OC	2%	-13%	-1%
COc1ccc(NC(=O)C(NS(=O)(=O)c2cccc3nsnc23)C(C)C)cc1 (stereo not given)	9%	-13%	8%
Cc1ccc(-c2nnc(NC(=O)CCS(=O)(=O)c3ccc(F)cc3)o2)c(C)c1	-6%	-6%	0%
COc1ccc(C(CNc2ccc(S(C)(=O)=O)cc2[N+](=O)[O-])N(C)C)cc1OC (stereo not given)	-3%	?	5%
Cc1nc2nc(CNC(=O)c3cccc(F)c3)nn2c(C)c1CCC(=O)Nc1ccc(F)cc1	2%	-9%	3%
Cc1cccc(C)c1NC(=O)Cn1c(=O)c2cccn2c2ccccc21	?	-9%	-6%
Cc1ccccc1CC(=O)NC1CCN(C)CC1	12%	15%	2%
COc1cc2c(cc1OC)[C@H](C)N(C(=O)COc1ccccc1)CC2	-29%	-21%	·
O=C(Nc1ccc([N+](=O)[O-])cc1Cl)c1ccccc1O	3.2µM*	3.2µM*	1%&2%
CC(=O)C1=C(O)C(=O)N(c2cccc(Br)c2)C1c1ccccc1Cl (stereo not given)	9%	-6%	·
CCOC(=O)CNC(=O)C1(/C=C/c2ccccc2)CC(=O)N1c1ccc(OC)cc1 (stereo not given)	-2%	-27%	·
COc1ccccc1NC(=O)N1CCN(C(=O)Nc2ccccc2OC)CC1	1%	9%	·
NCc1nc2cccnc2n1Cc1ccccc1Cl	-2%	-1%	5%
CCC(=O)Nc1nnc(S(=O)(=O)N(CC)c2ccc(OC)cc2)s1	-19%	-29%	·
CC(C)(C)OC(=O)CNC(=O)c1[nH]cnc1C(=O)N[C@@H](CCCCN)C(=O)OC(C)(C)C	-2%	-11%	1%
COc1ccc(N2CCN(CCCNC(=O)c3sc4ncccc4c3-n3cccc3)CC2)cc1	?	?	8%
O=C(COC(=O)CCCNC(=O)c1ccc(Cl)cc1)Nc1cc(Cl)c(Cl)cc1Cl	7%	-8%	-3%
O=C(Nc1cc(N2CCCCC2)ncn1)c1ccc(F)cc1	?	?	0%
CCOC(=O)c1c(NC(=O)Cn2nnc(-c3ccccc3Cl)n2)sc(C)c1C	-3%	-26%	0%
COC(=O)c1cnn(-c2ccc(C(=O)Nc3cc(OC)c(OC)c(OC)c3)cc2)c1N	?	?	1%
CS(=O)(=O)c1ccc(N2CCN(S(=O)(=O)c3cccs3)CC2)c([N+](=O)[O-])c1	-28%	?	3%
CCC1CCCCN1Cc1ccc(N)cc1 (stereo not given)	-4%	2%	4%
CC1(C(=O)NC2CCCC2)CCC(=O)N1CCc1c[nH]c2ccccc12 (stereo not given)	-4%	-16%	·
Cc1ccc(C(C)C)c(OCc2nc(-c3nonc3N)no2)c1	16µM*	7.3µM*	2%
CCN1CCN(C(c2ccccc2Cl)c2sc3nc(-c4ccco4)nn3c2O)CC1 (stereo not given)	-10%	-16%	3%
N#Cc1c(-c2ccncc2)c2c([nH]c1=S)CCCC2	2%	-5%	6%
CC1(C)CC(=O)C=C(NCCCNC2CCCCC2)C1	-7%	0%	-2%
c1ccc(CNc2nc(NCCc3ccncc3)c3sccc3n2)cc1	18µM*	10µM*	·
CC(C)Oc1ccc(CNC(=O)Cn2nc(N3CCN(c4ccccc4)CC3)ccc2=O)cc1	?	?	5%
NC(=O)CCC(=O)N1CCCC(C(=O)c2ccc(C(F)(F)F)cc2)C1 (stereo not given)	-14%	19%	·
CN(C)c1cc(N)c2ccccc2n1 (tested in a mixture with another compound)	6%	-27%	4%
Cc1cc(C)c(S(=O)(=O)N2CCCOC2CNC(=O)C(=O)NCc2ccncc2)c(C)c1 (stereo not given)	-1%	5%	2%
O=C(NCCc1ccccc1)c1cccnc1	-3%	-11%	5%
Cn1c(=O)c(C#N)c(-c2ccccc2)n2cnnc12	3%	-15%	6%
CC(=O)NCCc1ccc(C(=O)COC(=O)c2cc(C)oc2C)cc1	8%	-23%	1%
COc1cc(C2C(C(=O)c3ccc(C)o3)=C(O)C(=O)N2c2cc(C)on2)ccc1OCc1ccccc1 (stereo not given)	?	29µM*	7%
CCOC(=O)CNC(=O)c1cc(OC)cc(OC)c1	2%	-6%	6%
Cc1ccc(-c2nc(CN(C)C3CCOCC3)c(C)o2)s1	-1%	6%	-5%
O=C(Cn1c(-c2cccs2)cc2cc(F)ccc21)N1CCN(c2ccccc2)CC1	?	?	-2%

Assay outcomes as filed in PubChem.
